GPT2 inhibitor – GPT2 alanine aminotransferase inhibition | hit rate 0.25% among 100,000 | Recombinant GPT2, coupled pyruvate oxidase/HRP Amplex Red fluorescence | Q8TD30 | Potency, µM (doses to about 57.7 µM), for the others: top-dose activity change, negative = inhibition, actives largely listed as inhibitors; further: potency means the concentration at half of the fitted maximal effect; nearly all actives have a fitted effect of over 60% in size; many of its hits are not listed in these tables
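GPT2 10ng/uL, a-KG 250uM, L-Ala 2mM, HEPES pH7.5 + 0.0001% Tween; 30 min RT. Then Amplex mix (PO/HRP/ThPP), 30 min RT dark, fluorescence. AOA 50uM used as positive control.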
IP6K1 inh – blocks human inositol hexakisphosphate kinase 1. hit rate 0.81% among 140,000. Q92551. IP6K1 kinase, ADP-Glo luminescence, 2 h; hits give low values. activity change, % (series mostly up to about 58 µM); in the data active means activity change below about -25%
Target sequence (Q92551 whole entry, looked up): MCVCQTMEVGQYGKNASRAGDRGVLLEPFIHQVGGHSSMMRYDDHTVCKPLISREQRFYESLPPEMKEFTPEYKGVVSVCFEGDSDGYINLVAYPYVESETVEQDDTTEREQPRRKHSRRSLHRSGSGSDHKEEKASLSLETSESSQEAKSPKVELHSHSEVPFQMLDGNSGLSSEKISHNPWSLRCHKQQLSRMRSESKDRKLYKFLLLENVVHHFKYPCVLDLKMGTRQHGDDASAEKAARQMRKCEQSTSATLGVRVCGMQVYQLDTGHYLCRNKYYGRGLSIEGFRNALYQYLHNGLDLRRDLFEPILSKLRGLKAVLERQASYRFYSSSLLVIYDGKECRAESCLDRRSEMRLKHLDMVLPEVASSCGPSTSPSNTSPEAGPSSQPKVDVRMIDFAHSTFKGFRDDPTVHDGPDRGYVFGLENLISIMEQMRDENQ
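ADP-Glo luminescence measures ADP made by human IP6K1 during a 2 h RT reaction with ATP/IP6 (mix at 1.3 mM/130 uM); top library doses 57.5 and 19.1 uM final.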
HEK293 viab – reduces viability of HEK-293 SNCA reporter cells; Potency, µM (highest dose often 57.1 µM), without a hit: at the highest dose activity change, negative = cytotoxicity, usual class: cytotoxic; HEK-293-SNCA-luc viability, GF-AFC fluorescence, 24 h; hit rate 0.12% among 150,000; AID 1671193;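 further: potency means the concentration at half of the fitted maximal effect; 0% = DMSO-treated cells and -100% = medium-only wells without cells; nearly all actives have a fitted effect of over 30% in size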
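HEK-293-SNCA-luc cells (1500/well) plated 24 h, then exposed 24 h to a dilution series; GF-AFC added 30 min at 37C, fluorescence 405/540 nm; normalised to medium-only and DMSO wells, Hill fit.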
HEK cytotox – kills HEK 293 cells; hit rate 6.6% among 94,000; Potency, µM (doses to about 115 µM), for the others: at the highest dose activity change, negative = cytotoxicity, actives largely listed as inhibitors; HEK 293 viability, ATP luminescence (CellTiter-Glo), 48-72 h; further: potency means the concentration at half of the fitted maximal effect; nearly all actives have a fitted effect of over 60% in size
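HEK 293 cells at 250 cells/well were exposed to compounds by pintool transfer for 48 or 72 hr at 37 degree Celsius, 5% CO2. Viability was read as ATP-coupled luminescence with CellTiter-Glo after 10 min at room temperature.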
SNCA expr inh – SNCA gene expression inhibition | HEK-293 SNCA-luciferase knock-in, luminescence, 24 h | Potency, µM (top dose mostly 57.2 µM), for the others: at the top dose activity change, negative = inhibition, most hits filed as inhibitors | hit rate 0.17% among 140,000;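 further: potency means the concentration at half of the fitted maximal effect; plate controls were DMSO cells for no effect and cell-free wells for full effect; nearly all actives have a fitted effect of over 45% in size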
3T3 cytotox – NIH 3T3 cell cytotoxicity. NIH 3T3 viability, CellTiter-Glo ATP luminescence, 48-72 h. Potency, µM (top dose mostly 96.7 µM), inactives show at the top dose activity change, negative = cytotoxicity, usual class: inhibitors. hit rate 4.3% among 94,000; further: potency means the concentration at half of the fitted maximal effect; nearly all actives have a fitted effect of over 55% in size
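First NIH 3T3 cells are plated at 400 cells/well; next compound is pinned in; then plates incubate 48 or 72 hr at 37 °C; finally CellTiter-Glo is added and luminescence read after 10 min.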
FLuc inh – blocks purified firefly luciferase enzyme activity. purified P. pyralis luciferase, luminescence, biochemical. Potency, µM (titrated, usually from 115 µM), for inactives: at the highest dose activity change, negative = inhibition, actives largely listed as inhibitors. hit rate 2.5% among 76,000. P08659. AID 1347043; further: potency means the concentration at half of the fitted maximal effect; nearly all actives have a fitted effect of over 65% in size
Target sequence (P08659 whole entry, looked up): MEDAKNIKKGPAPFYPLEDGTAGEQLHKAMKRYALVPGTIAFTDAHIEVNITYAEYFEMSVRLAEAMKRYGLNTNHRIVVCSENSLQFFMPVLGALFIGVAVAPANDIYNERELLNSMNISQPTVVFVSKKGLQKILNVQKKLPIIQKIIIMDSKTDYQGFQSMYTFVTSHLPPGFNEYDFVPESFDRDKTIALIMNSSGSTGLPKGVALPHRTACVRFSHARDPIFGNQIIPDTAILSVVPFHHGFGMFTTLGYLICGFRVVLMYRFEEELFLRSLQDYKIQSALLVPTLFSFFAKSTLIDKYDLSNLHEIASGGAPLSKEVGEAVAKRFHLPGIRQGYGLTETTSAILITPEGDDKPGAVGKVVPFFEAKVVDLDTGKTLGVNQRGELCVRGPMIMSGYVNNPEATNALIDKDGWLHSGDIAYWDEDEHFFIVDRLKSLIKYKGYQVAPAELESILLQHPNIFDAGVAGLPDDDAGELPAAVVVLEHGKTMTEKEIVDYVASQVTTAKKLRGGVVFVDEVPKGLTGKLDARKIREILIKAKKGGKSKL
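Purified 10nM P. pyralis luciferase with 10uM D-luciferin and 10uM ATP in 50mM Tris acetate pH 7.5, 10mM Mg acetate, 0.01% Tween-20, 0.05% BSA. qHTS titration; luminescence read by CCD imager.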
Starred values were filed as active, the others as inactive; i = inactive; ? = inconclusive; . = no result given; & = joins results of further samples; [ ] = another dose, or the depositor's remark. Unless noted, the call rests on the fitted dose curve; in most records, active means well fitted curve in the direction sought with a large enough effect; inconclusive means small, poorly fitted or top-dose-only effect, or another doubt; inactive means no such curve, though single readings can be large; an effect the other way counts as inactive or inconclusive. Unless noted, on the % scale 0 is the no-effect control and ±100 the full control effect. An unsorted share of the library. About 7.7% of those tested had a hit in this group.

| SMILES | SNCA expr inh | IP6K1 inh | HEK293 viab | 3T3 cytotox | GPT2 inhibitor | HEK cytotox | FLuc inh |
| --- | --- | --- | --- | --- | --- | --- | --- |
| CCn1ccc(C(=O)N2C[C@@H](Oc3ccccc3)C[C@H]2C(=O)NC2CC2)n1 | 15% | 12 | -19% | -11% | i | -16% | -14% |
| CCN(CC)C(=O)C(C)[C@@H]1CC[C@@]2(C)CC[C@H](NC(C)=O)[C@@H](C)[C@@H]2[C@H]1O (some centres undefined) | -1%[87.6 µM] | -9 | 2%[87.6 µM] | -26%[138 µM] | 1%[88.5 µM] | -11%[172 µM] | -9%[172 µM] |
| COCC1CN(C)CC12CCN(C(=O)c1cc(Cl)ccc1OC)CC2 (centres undefined) | 3% | 4 | 4% | -29% | i | ? | 2% |
| CCN1CCC(N2CC(Oc3cccc(C(=O)NCC4CC4)c3)C2)CC1 | -22% | 14 | 0% | -14% | -1% | 2% | 4% |
| CC(=O)c1cc(C(=O)N2CCC(n3nccc3NC(=O)CC(C)C)CC2)cs1 | 5% | 9 | 3% | -2% | ? | -4% | 9% |
| CCCCOc1cccc(C(=O)Nc2cc3nn(-c4ccc(F)cc4)nc3cc2C)c1 | 123%[activator] | -8 | -4% | . | . | . | . |
| COCCN1C(=O)c2oc3cc(C)cc(C)c3c(=O)c2C1c1cccc(O)c1 (centres undefined) | -15% | 1 | 0% | . | . | . | . |
| CC(=O)N1c2ccc(S(=O)(=O)N3CCN(c4cccc(Cl)c4)CC3)cc2CC1C (centres undefined) | -1% | -3 | -3% | . | . | . | . |
| Cc1nc(-c2ccc(F)cc2)n(CC(=O)Nc2cc(C(F)(F)F)ccc2Cl)c(=O)c1CCO | -13% | -10 | -2% | ? | -25% | 32µM* | 0% |
| COc1ccccc1CCC(=O)Nc1ccc(-c2nnc3n2CCCC3)cc1 | -23% | -4 | 0% | -35% | i | -6% | -7% |
| COc1ccccc1N1CCN(CCCCNC(=O)c2ccc(-c3cscn3)cc2)CC1 | . | -9 | -4% | . | 2% | . | . |
| Cc1c2cnn(-c3ccccc3)c(=O)c2c(C)n1C(C)C(=O)Nc1ccccc1C(F)(F)F (centres undefined) | 30% | 20 | 0% | . | . | . | . |
| CCCn1cc(S(=O)(=O)c2ccc(OC)cc2)c(=O)c2cc(F)c(N3CCCCCC3)cc21 | -2% | 3 | 4% | . | . | . | . |
| Cc1ccc(F)cc1-c1nccc2c(=O)cc(N(C)C)oc12 | 2%[87.6 µM] | -8 | 6%[87.6 µM] | ? | 2%[88.5 µM] | -23%[172 µM] | -17%[172 µM] |
| CCC(=O)NC1CCCN(c2ccnc3ccnn23)C1 (centres undefined) | 3%[87.6 µM] | 15 | 2%[87.6 µM] | -10%[138 µM] | i | -5%[172 µM] | . |
| O=[S+]([O-])(NC1CCN(c2nc3ncccc3o2)C1)c1cccc(C(F)(F)F)c1 (centres undefined) | 15% | 27 | 4% | -30% | i | -11% | . |
| COCCCn1c(=N)c(C(=O)NCC2CCCO2)cc2c(=O)n3cc(C)ccc3nc21 (centres undefined) | -8% | 10 | ? | . | . | . | . |
| O=C(c1cccc(Cl)c1)N1CCN(C(=O)c2nnn3c2COC(c2ccc(Cl)cc2)C3)CC1 (centres undefined) | -9% | -6 | 0% | ? | -11% | ? | -12% |
| COC[C@@H]1CN(C(=O)c2ccccc2OC)C[C@H]1c1ccncc1 | 0% | -4 | 2% | -6% | i | 5% | 3% |
| CC(C)N1CCN(C(=O)C2CCN(C(=O)N3CC4CC(C3)[C@H]3CCCC(=O)N3C4)CC2)CC1 (some centres undefined) | 30% | 12 | 8% | -19% | i | -11% | -1% |
| COc1cccc2c1cc1c(=O)n(CC(=O)N3CCC(C)CC3)nc(C)n12 | -4% | -15 | 1% | . | . | . | . |
| COc1ccccc1-n1c(=O)c(C(=O)N2CCN(c3ncccn3)CC2)nc2cccnc21 | -3% | -14 | -1% | -19% | i | -12% | . |
| CN(Cc1ccncc1)Cc1ccc(-c2ccccc2)cc1 | -15%[87.6 µM] | -6 | -8%[87.6 µM] | ? | -19%[88.5 µM] | 71µM* | -13%[172 µM] |
| Cc1cc(Cl)ccc1NS(=O)(=O)c1ccc2c(c1)CCN2S(C)(=O)=O | 49%[activator] | 24 | 0% | . | . | . | . |
| CCNC(=O)c1cc2c(-c3cc(OCCN4CCCC4)c(Cl)cc3Cl)nc(N)nc2s1 | 61%[activator] | . | -21% | . | -1% | . | . |

Next section (2 carried over from the part before).
| SMILES | SNCA expr inh | IP6K1 inh | HEK293 viab | 3T3 cytotox | GPT2 inhibitor | HEK cytotox | FLuc inh |
| --- | --- | --- | --- | --- | --- | --- | --- |
| Cc1cc(Cl)ccc1NS(=O)(=O)c1ccc2c(c1)CCN2S(C)(=O)=O | 49%[activator] | 24 | 0% | . | . | . | . |
| CCNC(=O)c1cc2c(-c3cc(OCCN4CCCC4)c(Cl)cc3Cl)nc(N)nc2s1 | 61%[activator] | . | -21% | . | -1% | . | . |
| COc1ccc(S(=O)(=O)N2CCc3c(C(=O)NCc4ccncc4)cccc32)cc1 | 10% | -12 | -5% | ? | i | 35µM* | -15% |
| CN(Cc1ccccc1)Cc1cn([C@H]2CO[C@H]3[C@@H]2OC[C@@H]3NC(=O)COc2ccccc2)nn1 | 13% | -15 | -4% | -1% | i | -1% | -12% |
| O=C(CSCc1ccc(F)cc1)N1CCN(c2ccccc2F)CC1 | 78%[activator] | -20 | 15% | . | . | . | . |
| CCCC(=O)N1Cc2ccccc2CC2(CCN(Cc3ccc(NC(C)=O)cc3)C2)C1 (centres undefined) | -3% | -14 | 4% | i | i | -5% | . |
| Cc1ccc(NC(=O)CC2Oc3ccc(C)cc3NC2=O)c(C)c1 (centres undefined) | -20% | -11 | -3% | . | . | . | . |
| COc1cc2c(cc1OC)C(CNC(=O)c1ccccc1C)N(C(=O)Nc1ccccc1)CC2 (centres undefined) | 1% | 0 | 9% | -16% | i | -21% | -11% |
| CCc1nn(CC(=O)NCCN(CC(C)C)CC(C)C)c(=O)c2cc3sc(C)cc3n12 | 5% | -12 | 18% | . | . | . | . |
| COC(=O)[C@H](NC(=O)[C@@]1(O)C[C@@H](O)[C@H](O)[C@@H](NC(=O)CC2(CC(=O)O)CCCC2)C1)C(C)C | -1% | 3 | -10% | i | -11% | i | 2% |
| CNC(=O)c1cc(C)nc2onc(C3CCCN(C(=O)Cc4ccccc4)C3)c12 (centres undefined) | . | 2 | . | -33% | . | -21% | . |
| O=C1NCCCCCN(C(=O)CN2CCOCC2)[C@H]2CCC[C@@H]12 | ? | 5 | 9% | -15% | i | -9% | -1% |
| CCN(CC)C(=O)c1sc2c(c1C)c(=O)n(-c1ccc(OC)cc1OC)c(=O)n2CC(=O)c1ccc(Cl)cc1 | -18% | 26 | -10% | . | . | . | . |
| CCc1nc(NC(=O)Cn2nc3c(cc2=O)CCCCC3)sc1C | -11% | 0 | -8% | -10% | i | ? | 2% |
| CN1c2cc(C(=O)NCc3cc(F)cc(F)c3)ccc2C(=O)N2CCCCC21 (centres undefined) | -20% | -3 | 26%[12.5 µM] | -12% | -15% | -6% | -3% |
| COC(=O)c1ccc(C(=O)OC)c(NC(=O)N2CC3CCCN3c3ccccc32)c1 (centres undefined) | ? | 9 | 9% | . | . | . | . |
| COc1ccc(C(=O)N2c3ccc(C)cc3C(C)(c3ccccc3)CC2(C)C)cc1 (centres undefined) | ? | 12 | 3% | . | . | . | . |
| COCCCn1c(=O)c(C(=O)NCCc2ccccc2)nc2cccnc21 | -10% | 9 | -2% | -23% | -7% | 0% | . |
| CCOc1ccc(NC(=O)c2cc(C)nc3c2c(C)nn3-c2cccc(F)c2)cc1 | 16% | 1 | -2% | . | . | . | . |
| COc1cc(F)cc(-c2cccc(COc3cnc4c(ccn4CC(=O)O)c3)c2)c1 | 48%[activator][87.6 µM] | -6 | 1%[87.6 µM] | ? | -11%[88.5 µM] | ? | ? |
| CCOc1cc(=O)n2c(c1C(=O)NCCCOC(C)C)CCCCC2 | 1% | 8 | 7% | -17% | ? | -2% | -1% |
| CC(C)C[C@@H]1N[C@H](C(=O)NCCCn2ccnc2)Cc2c[nH]c3cccc1c23 | 4%[87.6 µM] | 9 | 4%[87.6 µM] | ? | -24%[88.5 µM] | ? | 0%[172 µM] |
| COCCOC1CCOC2(CCN(C(=O)c3ccccc3OC)CC2)C1 (centres undefined) | -8% | 2 | 9%[12.5 µM] | 3% | i | -16% | 0% |
| COC(=O)c1ccc2nc(C[C@@H]3C[C@@H](C(C)C)[C@H](CNC(=O)c4cnccn4)C=C3C)[nH]c2c1 | 6% | 9 | -17% | ? | 0% | ? | -2% |
| O=C(NCc1cccc(F)c1)C1CCN(c2nc3ncccc3o2)CC1 | 4% | 19 | 4% | -8% | 0% | 1% | . |
| CCc1nnc2c(NCCc3ccc(OC)c(OC)c3)nc3ccccc3n12 | -10% | -4 | -4% | . | . | . | . |
| CCOC(=O)C1CCCN(S(=O)(=O)c2ccc3[nH]c(=O)oc3c2)C1 (centres undefined) | 12% | 5 | -3% | . | . | . | . |

Next part
| SMILES | SNCA expr inh | IP6K1 inh | HEK293 viab | 3T3 cytotox | GPT2 inhibitor | HEK cytotox | FLuc inh |
| --- | --- | --- | --- | --- | --- | --- | --- |
| Cc1ccc(-c2cc(C(=O)Oc3ccccc3)c3cc(C)ccc3n2)cc1 | 10% | -5 | 1% | . | . | . | . |
| Cc1ccc(Nc2sc(C(=O)c3ccccc3)c(N)c2S(=O)(=O)c2ccccc2)c(C)c1 | -3% | 2 | -9% | . | . | . | . |
| CC(C)C[C@@H](N)C(=O)O | 10%[17 µM] | 10 | -8%[12.5 µM] | . | i | . | . |
| CCOc1ccc(NC(=O)c2c(C)oc3nc(C)nc(N4CCOCC4)c23)cc1 | 39%[activator] | -4 | 6% | . | . | . | . |
| COc1ccc(-c2ccnc(N[C@H]3CO[C@H]4[C@@H]3OC[C@H]4OC(=O)Nc3cccc4ccccc34)n2)cc1 | 6% | -2 | -18% | ? | -3% | 40µM* | 12% |
| CCOC(=O)C1=C(C)NC2=C(C(=O)CC(C)(C)C2)C1c1ccc(-c2ccccc2)cc1 (centres undefined) | -26% | -11 | -35%&-25% | . | 0%&-6% | . | . |
| Cc1ccc(C)c(NC(=O)Cn2c(-c3cccc(Cl)c3)nc(C)c(CCO)c2=O)c1 | -9% | 2 | -13% | -14% | i | -7% | -2% |
| Fc1ccc(-c2ccc3ncc(Nc4ncccn4)n3n2)cc1 | 22%[87.6 µM] | -12 | 7%[87.6 µM] | ? | i | -19%[172 µM] | 0%[172 µM] |
| CCCCNc1ccc2nncn2n1 | ? | -7 | -12% | -20% | ? | -5% | 3% |
| CCS(=O)(=O)N1CCC2(CCC2OC)CC1 (centres undefined) | -8% | -6 | 7% | 1% | 2% | -13% | -2% |
| CCOc1ccc(CCNC(=O)c2ccc(CS(=O)(=O)c3ccccc3C)o2)cc1OCC | -16% | 20 | -6% | . | . | . | . |
| Cc1ccc(Cn2c(C3CCN(C(=O)c4cccc(Cl)c4)CC3)n[nH]c2=O)cc1 | 7% | -4 | -5% | -28% | -2% | ? | 4% |
